Compound activity (PubChem)
CHO-K1 Ca PAM = M1 PAM counterscreen hit in parental CHO-K1 cells; ATP EC20, Fluo-8 calcium fluorescence; 0% at ATP EC20, 100% at ATP max; activation, % at 3 µM; hit rate 0.02% among 360,000;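 active means activation above the run cutoff, the mean activation of all test compounds plus 3 SD, cut at about 40% in these data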;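 further: peak over basal fluorescence ratio in a 140 s read after ATP addition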
CHO-K1 Ca antag = nonselective inhibitor or artifact in parental CHO-K1 cells; ATP-induced calcium, Fluo-8 fluorescence; inhibition, % at 3 µM; hit rate 0.6% among 360,000; AID 602250;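 active means inhibition above a per-plate cutoff, the plate's mean sample inhibition plus 3 SD, cut at about 24% in these data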;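 further: 0% = DMSO plus EC80 ATP and 100% = DMSO alone without ATP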
CHRM1 antagonist = human CHRM1 antagonism. P11229. CHO-K1 hM1, Fluo-8 calcium fluorescence, ACh EC80 antagonist. inhibition, % at 3 µM. hit rate 1.3% among 360,000. AID 588852;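 active means percent inhibition above its own plate's cutoff, namely the mean of that plate's compound wells plus 3 SD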;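 further: peak over basal fluorescence ratio during 140 s after agonist addition; 0% = ACh EC80 plus DMSO and 100% = DMSO alone without agonist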
Target sequence (P11229 whole entry, looked up): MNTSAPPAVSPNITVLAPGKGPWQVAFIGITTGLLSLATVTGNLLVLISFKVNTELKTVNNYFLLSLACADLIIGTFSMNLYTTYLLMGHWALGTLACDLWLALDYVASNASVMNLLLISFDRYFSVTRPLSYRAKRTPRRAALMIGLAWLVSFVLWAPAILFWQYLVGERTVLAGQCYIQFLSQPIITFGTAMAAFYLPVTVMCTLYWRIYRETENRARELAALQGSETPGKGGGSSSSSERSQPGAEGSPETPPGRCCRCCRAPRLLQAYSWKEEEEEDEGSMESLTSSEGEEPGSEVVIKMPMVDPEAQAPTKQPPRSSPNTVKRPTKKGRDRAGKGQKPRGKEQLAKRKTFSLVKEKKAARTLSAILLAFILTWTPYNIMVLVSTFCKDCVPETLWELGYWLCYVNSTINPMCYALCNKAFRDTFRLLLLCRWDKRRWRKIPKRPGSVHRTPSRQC
M1 PAM = positive allosteric modulators of human M1 muscarinic receptor | P11229 | CHO-K1 hM1, Fluo-8 calcium fluorescence, ACh EC20; 0% = ACh EC20, 100% = maximal ACh | activation, % at 3 µM | hit rate 0.088% among 360,000; in the data active means activation above about 19%, passing the limit was not always enough
M1 ag parental = nonselective activator or artifact in parental CHO-K1 cells; hit rate 0.48% among 360,000; Fluo-8 calcium fluorescence; scaled to maximal ATP response, vehicle zero; activation, % at 3 µM; in the data active means activation above about 15%;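 further: untransfected CHO-K1 host cells lacking M1 receptor as counterscreen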
CHO parental Ca = counter-screen: ATP calcium response change in parental CHO cells; inhibition, % at 5.6 µM; hit rate 0.63% among 330,000; parental CHO-K1, ATP-induced calcium, Fluo-8 fluorescence;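 active means inhibition above that plate's mean sample inhibition plus 3 SD, cut at about 26% in these data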;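 further: 0% = ATP-challenged DMSO wells and 100% = DMSO wells without ATP; some compounds past the cut are filed as inactive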
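Test system: untransfected parental CHO cell line. Compound: one dose, 5.6 µM nominal. Detection: intracellular calcium via Fluo-8 no-wash fluorescent dye. Measure: % inhibition. Benchmarks: ATP-challenged DMSO wells low, unchallenged DMSO wells high.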
TAAR1 ag = human TAAR1 agonism. CHO RD-HGA16 TAAR1, Fluo-8 calcium fluorescence; vehicle wells 0%, saturating PEA agonist 100%. activation, % at 3 µM. Q96RJ0. hit rate 0.99% among 360,000;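 active means activation above the mean activation of all test compounds in the run plus 3 SD, cut at about 38% in these data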
Target sequence (Q96RJ0 whole entry, looked up): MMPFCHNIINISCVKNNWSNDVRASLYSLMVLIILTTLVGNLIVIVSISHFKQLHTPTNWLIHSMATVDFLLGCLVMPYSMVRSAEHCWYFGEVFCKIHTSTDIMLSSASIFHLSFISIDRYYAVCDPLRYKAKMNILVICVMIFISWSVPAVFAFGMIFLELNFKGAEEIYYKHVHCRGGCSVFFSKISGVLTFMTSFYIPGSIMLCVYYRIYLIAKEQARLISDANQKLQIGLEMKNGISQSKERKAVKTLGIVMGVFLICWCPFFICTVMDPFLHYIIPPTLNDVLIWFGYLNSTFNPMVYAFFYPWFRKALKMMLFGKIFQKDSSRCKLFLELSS
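Assay system – CHO-derived RD-HGA16 cells with stable Gα16 and human TAAR1 · Compound dosing – one-point dosing at 3 µM (nominal) · Incubation – 17-24 h seeding, 75 min 37 °C dye, 30 min RT · Measured by – kinetic Fluo-8 calcium fluorescence · Control set – DMSO vehicle as 0%, PEA at EC100 as 100% · Repeats – single well for each compound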
TAAR1 antagonist = antagonists of human TAAR1. Q96RJ0. CHO RD-HGA16 TAAR1, Fluo-8 calcium fluorescence, antagonist. inhibition, % at 3 µM. hit rate 1.5% among 360,000;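 active means inhibition above a per-plate cutoff, the mean inhibition of test compounds on that plate plus 3 SD, cut at about 49% in these data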;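 further: 0% = DMSO plus EC80 beta-PEA response and 100% = DMSO alone without agonist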
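Test system: hTAAR1-expressing CHO RD-HGA16 cells, Gα16-coupled; Probe or stimulus: EC80 β-phenethylamine stimulus; Compound dosing: single nominal final test compound concentration of 3 µM; Timing: 140 s kinetic read after compound, 140 s after agonist; Signal: Fluo-8 calcium-sensitive fluorescence; Measure: % inhibition of agonist calcium response; Controls: DMSO and EC80 PEA controls.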
M1 ag = activates human CHRM1 receptor | P11229 | CHO-K1 hM1, Fluo-8 calcium fluorescence, agonist mode; 0% DMSO, 100% acetylcholine EC100 | activation, % at 3 µM | hit rate 0.33% among 360,000 | AID 588814;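 active means activation above the run's mean compound activation plus 3 SD, cut at about 16% in these data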;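 further: peak over basal fluorescence ratio within a 140 s kinetic read after compound addition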
Active calls of the source: *.

Start of the listing, in advance (3 entries):
Screening COc1ccccc1N1CCN(C(=O)CN(Cc2ccccc2)S(C)(=O)=O)CC1 returned CHO-K1 Ca PAM 4, CHO-K1 Ca antag -22, CHRM1 antagonist 1, M1 PAM -1, M1 ag parental 3.7, CHO parental Ca -10, TAAR1 ag 15, TAAR1 antagonist 5 and M1 ag 0.
For Cc1cc(-c2nnc(SCC(=O)Nc3ccccc3C(F)(F)F)o2)c(C)n1-c1ccccc1 the results were CHO-K1 Ca PAM 7, CHO-K1 Ca antag -6, CHRM1 antagonist -12, M1 PAM -8, M1 ag parental 6.6, CHO parental Ca -5, TAAR1 ag 42*, TAAR1 antagonist 11 and M1 ag 17*.
`CN(C)CCN(Cc1ccccc1)C(=O)[C@H](Cc1ccccc1)N1C(=O)c2ccccc2C1=O` gave CHO-K1 Ca PAM 4, CHO-K1 Ca antag -1, CHRM1 antagonist 9, M1 PAM -3, M1 ag parental 0.4, CHO parental Ca -1, TAAR1 ag 9, TAAR1 antagonist -17 and M1 ag -4.

The listing, previewed entries included:
Screening COc1ccccc1N1CCN(C(=O)CN(Cc2ccccc2)S(C)(=O)=O)CC1 returned CHO-K1 Ca PAM 4, CHO-K1 Ca antag -22, CHRM1 antagonist 1, M1 PAM -1, M1 ag parental 3.7, CHO parental Ca -10, TAAR1 ag 15, TAAR1 antagonist 5 and M1 ag 0.
For Cc1cc(-c2nnc(SCC(=O)Nc3ccccc3C(F)(F)F)o2)c(C)n1-c1ccccc1 the results were CHO-K1 Ca PAM 7, CHO-K1 Ca antag -6, CHRM1 antagonist -12, M1 PAM -8, M1 ag parental 6.6, CHO parental Ca -5, TAAR1 ag 42*, TAAR1 antagonist 11 and M1 ag 17*.
`CN(C)CCN(Cc1ccccc1)C(=O)[C@H](Cc1ccccc1)N1C(=O)c2ccccc2C1=O` gave CHO-K1 Ca PAM 4, CHO-K1 Ca antag -1, CHRM1 antagonist 9, M1 PAM -3, M1 ag parental 0.4, CHO parental Ca -1, TAAR1 ag 9, TAAR1 antagonist -17 and M1 ag -4.
For Cc1csc(NC(=O)CCn2c(=O)oc3ccc(Cl)cc32)n1 the results were CHO-K1 Ca PAM -8, CHO-K1 Ca antag 5, CHRM1 antagonist -6, M1 PAM 4, M1 ag parental 1.1, CHO parental Ca 4, TAAR1 ag 30, TAAR1 antagonist -22 and M1 ag 3.
O=C(COC(=O)Cc1ccc(Cl)cc1)Nc1ccc2[nH]c(=O)[nH]c2c1 was read as CHO-K1 Ca PAM 21, CHO-K1 Ca antag -15, CHRM1 antagonist -10, M1 PAM 14, M1 ag parental 2.8, CHO parental Ca -1, TAAR1 ag 4, TAAR1 antagonist -3 and M1 ag 0.
Screening COC(=O)c1ccccc1NC(=O)c1sc(Cl)nc1C returned CHO-K1 Ca PAM 2, CHO-K1 Ca antag -8, CHRM1 antagonist -6, M1 PAM 10, M1 ag parental 0.4, CHO parental Ca -16, TAAR1 ag 1, TAAR1 antagonist -10 and M1 ag 0.
`CC(OC(=O)c1cccc(NS(C)(=O)=O)c1)C(=O)Nc1ccc(N2CCOCC2)cc1` (stereo unspecified) gave CHO-K1 Ca PAM -2, CHO-K1 Ca antag 6, CHRM1 antagonist 9, M1 PAM -2, M1 ag parental -0.2, CHO parental Ca -5, TAAR1 ag 3, TAAR1 antagonist 5 and M1 ag -2.
For CCOc1ccc(C2N(c3ccc(OC)cc3)C(=O)C3CCCN32)cc1OC (stereo unspecified) the results were CHO-K1 Ca PAM 15, CHO-K1 Ca antag 1, CHRM1 antagonist -12, M1 PAM 3, M1 ag parental 0.3, CHO parental Ca -11, TAAR1 ag 0, TAAR1 antagonist 7 and M1 ag -6.
Screening c1ccc(-c2cc3c(ccc4nonc43)nn2)cc1 returned CHO-K1 Ca PAM -3, CHO-K1 Ca antag -6, CHRM1 antagonist 8, M1 PAM 0, M1 ag parental 0.2, CHO parental Ca -6, TAAR1 ag 3, TAAR1 antagonist 22 and M1 ag -2.
For COc1c(F)c(F)cc2c(=O)c(C(=O)O)cn(C3CC3)c12 the results were CHO-K1 Ca PAM 6, CHO-K1 Ca antag 10, CHRM1 antagonist -11, M1 PAM 12, M1 ag parental 0.4, CHO parental Ca 4, TAAR1 ag -2, TAAR1 antagonist -5 and M1 ag 0.
`COc1ccc(CNC(=O)c2cc3c(=O)n4ccccc4nc3n(CC3CCCO3)c2=N)cc1` (stereo unspecified) gave CHO-K1 Ca PAM 4, CHO-K1 Ca antag -1, CHRM1 antagonist -8, M1 PAM 8, M1 ag parental -0.1, CHO parental Ca -5, TAAR1 ag 0, TAAR1 antagonist 1 and M1 ag -5.
`Cc1cc(C(=O)CSc2nnc(-c3ccc4c(c3)OCO4)o2)c(C)n1-c1ccc(F)cc1` gave CHO-K1 Ca PAM 3, CHO-K1 Ca antag -4, CHRM1 antagonist 0, M1 PAM -2, M1 ag parental 0.3, CHO parental Ca 0, TAAR1 ag 2, TAAR1 antagonist -5 and M1 ag -3.
Screening CCc1c(C)nc2cc(-c3ccccc3)[nH]n2c1=O returned CHO-K1 Ca PAM 6, CHO-K1 Ca antag -13, CHRM1 antagonist -10, M1 PAM 4, M1 ag parental 0.6, CHO parental Ca -3, TAAR1 ag 1, TAAR1 antagonist -2 and M1 ag -5.
`CC(C)C(CCNCc1ccccn1)c1ccc(Cl)cc1` (stereo unspecified) gave CHO-K1 Ca PAM -4, CHO-K1 Ca antag 22, CHRM1 antagonist 21, M1 PAM -15, M1 ag parental 2.5, CHO parental Ca -25, TAAR1 ag 8, TAAR1 antagonist -21 and M1 ag -9.
Screening CNc1cc(CSc2ccc(Cl)cc2)nc(C)n1 returned CHO-K1 Ca PAM 13, CHO-K1 Ca antag 4, CHRM1 antagonist -5, M1 PAM 5, M1 ag parental 2.6, CHO parental Ca -7, TAAR1 ag 7, TAAR1 antagonist -14 and M1 ag -10.
For Cc1ccc(-n2[nH]c(C)c(C=Nc3ccc4[nH]c(=O)[nH]c4c3)c2=O)cc1C the results were CHO-K1 Ca PAM -7, CHO-K1 Ca antag 8, CHRM1 antagonist 1, M1 PAM 2, M1 ag parental 0.6, CHO parental Ca -2, TAAR1 ag 6, TAAR1 antagonist -4 and M1 ag -1.
COc1ccc(C2C(C(=O)N3CCCC3)c3cc(OC)c(OC)cc3C(=O)N2C)cc1 (stereo unspecified) was read as CHO-K1 Ca PAM -8, CHO-K1 Ca antag 26*, CHRM1 antagonist -3, M1 PAM 2, M1 ag parental 0.3, CHO parental Ca -8, TAAR1 ag 4, TAAR1 antagonist -18 and M1 ag 0.
O=[N+]([O-])c1ccc(-c2nc(-c3cccs3)c(-c3cccs3)[nH]2)cc1 was read as CHO-K1 Ca PAM -2, CHO-K1 Ca antag 13, CHRM1 antagonist 2, M1 PAM -9, M1 ag parental 4.1, CHO parental Ca 24, TAAR1 ag 20, TAAR1 antagonist 61* and M1 ag 3.
Screening CCCC1C(=O)Nc2ccccc2N1C(=O)c1cccc(C)c1 (stereo unspecified) returned CHO-K1 Ca PAM 8, CHO-K1 Ca antag 2, CHRM1 antagonist 68*, M1 PAM -27, M1 ag parental 1.8, CHO parental Ca -25, TAAR1 ag -1, TAAR1 antagonist -2 and M1 ag -8.
For Cc1cccn2c(=O)nc(SCC(=O)Nc3ccc4c(c3)OCO4)nc12 the results were CHO-K1 Ca PAM 6, CHO-K1 Ca antag -3, CHRM1 antagonist -4, M1 PAM 6, M1 ag parental 0.7, CHO parental Ca 0, TAAR1 ag 0, TAAR1 antagonist -16 and M1 ag -1.
CCN(C(=O)CSc1nnnn1-c1cc(C)ccc1OC)C1CCS(=O)(=O)C1 (stereo unspecified) was read as CHO-K1 Ca PAM 6, CHO-K1 Ca antag 0, CHRM1 antagonist 10, M1 PAM -1, M1 ag parental 0.2, CHO parental Ca -19, TAAR1 ag 8, TAAR1 antagonist 3 and M1 ag -1.
Screening CCCCOc1ccc(/C(O)=C2/C(=O)C(=O)N(CCCOC)C2c2ccncc2)cc1 (stereo unspecified) returned CHO-K1 Ca PAM -8, CHO-K1 Ca antag 11, CHRM1 antagonist -8, M1 PAM 8, M1 ag parental 0.4, CHO parental Ca -1, TAAR1 ag 6, TAAR1 antagonist -1 and M1 ag 1.
`COc1cc(CNCCc2ccc(S(N)(=O)=O)cc2)ccc1OCc1ccc(Cl)cc1` gave CHO-K1 Ca PAM 7, CHO-K1 Ca antag 1, CHRM1 antagonist 7, M1 PAM -5, M1 ag parental 3.3, CHO parental Ca 15, TAAR1 ag 15, TAAR1 antagonist 19 and M1 ag -12.
`Cc1cccc(N2C(=O)CN=C2Nc2nc(C)cc(C)n2)c1` gave CHO-K1 Ca PAM 9, CHO-K1 Ca antag -11, CHRM1 antagonist -10, M1 PAM 6, M1 ag parental -0.1, CHO parental Ca -8, TAAR1 ag 2, TAAR1 antagonist 8 and M1 ag -3.
`COc1ccc(C(=O)N/N=C/c2ccc(OC)c(CN3CCN(c4ccc(F)cc4)CC3)c2)cc1` gave CHO-K1 Ca PAM 12, CHO-K1 Ca antag -7, CHRM1 antagonist 0, M1 PAM 0, M1 ag parental -0.2, CHO parental Ca -6, TAAR1 ag 1, TAAR1 antagonist -17 and M1 ag -8.
`Cc1oc(-c2ccccc2Cl)nc1CN(Cc1ccccn1)C[C@@H]1CCC(=O)N1` gave CHO-K1 Ca PAM 22, CHO-K1 Ca antag -13, CHRM1 antagonist -5, M1 PAM 4, M1 ag parental 1.5, CHO parental Ca -10, TAAR1 ag 5, TAAR1 antagonist -2 and M1 ag -8.
Screening COC(=O)c1cc(S(=O)(=O)NCc2cccc(Br)c2)c[nH]1 returned CHO-K1 Ca PAM -6, CHO-K1 Ca antag 11, CHRM1 antagonist 0, M1 PAM 4, M1 ag parental 5.9, CHO parental Ca -3, TAAR1 ag 8, TAAR1 antagonist -10 and M1 ag 0.
For COc1ccc(-c2nnc(SCc3nnc(-c4ccccc4)o3)n2C)cc1OC the results were CHO-K1 Ca PAM 11, CHO-K1 Ca antag -11, CHRM1 antagonist -11, M1 PAM 9, M1 ag parental 0.7, CHO parental Ca -8, TAAR1 ag 7, TAAR1 antagonist 9 and M1 ag -4.
O=C(OCCN1C(=O)c2ccccc2C1=O)C1CCN(S(=O)(=O)c2cccs2)CC1 was read as CHO-K1 Ca PAM 12, CHO-K1 Ca antag 0, CHRM1 antagonist -6, M1 PAM 1, M1 ag parental 3.6, CHO parental Ca -13, TAAR1 ag 7, TAAR1 antagonist 4 and M1 ag -1.
`O=C(CSc1nc(-c2ccc(F)cc2)cs1)NC(=O)NCc1ccco1` gave CHO-K1 Ca PAM -8, CHO-K1 Ca antag -17, CHRM1 antagonist -5, M1 PAM -2, M1 ag parental 3.0, CHO parental Ca -27, TAAR1 ag 10, TAAR1 antagonist 20 and M1 ag 0.

Random draw from the library (roughly 4.4% active in at least one column).
